Compound activity as filed in PubChem.
dFosB activator – mouse delta FosB homodimer activation | purified delta FosB, TAMRA-CDK5 oligo fluorescence polarization; percent of positive-control signal above neutral wells | activation, % at 25 µM | actives 0.99% (n = 340,000);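 active = mean activation above about 17%, with every replicate also reaching it, limit read from the data, passing the limit was not always enough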;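 note: fluorescence polarization rise as delta FosB binds a TAMRA Cdk5 AP-1 oligo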
CDK5 p35 inh – blocks human CDK5/p35 kinase activity; actives 0.01% (n = 330,000); Q00535+Q15078; inhibition, % at 10 µM; Recombinant CDK5/p35, ADP-Glo luminescence, 60 min;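 active = highest replicate inhibition of at least 50% and at least 75% of replicates reaching 50%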;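 note: plate controls were DMSO neutral control for no effect and GW8510 at 10 µM for full effect; many of its hits are not listed in these tables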
MITF TRPM1 HTS – MITF TRPM1 promoter activation in melanoma cells; AID 588334; actives 0.75% (n = 300,000); SK-MEL-5 TRPM1-promoter luciferase, 24 h; % of positive control, neutral wells = 0; activation, % at 12.5 µM;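 active = mean activation of at least 80% with every replicate also reaching 80%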;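 note: 0% = neutral control wells and 100% = parthenolide positive control wells; values of inactives mirror those of a sister screen read the other way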
HTR5A ag ctr – counter-screen for OPRM1-OPRD1 agonists: human HTR5A agonism; activation, % at 9.3 µM; AID 504692; HTR5A agonist assay, luminescence, cell-based; actives 0.61% (n = 340,000); P47898; in the data active = activation mostly above about 9.5%, no sharp cut-off; inactive = mostly below about 7.6%;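 note: 0% = cells with vehicle only and 100% = reference agonist; strong numbers were not always called active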
Target sequence (P47898 whole entry, looked up): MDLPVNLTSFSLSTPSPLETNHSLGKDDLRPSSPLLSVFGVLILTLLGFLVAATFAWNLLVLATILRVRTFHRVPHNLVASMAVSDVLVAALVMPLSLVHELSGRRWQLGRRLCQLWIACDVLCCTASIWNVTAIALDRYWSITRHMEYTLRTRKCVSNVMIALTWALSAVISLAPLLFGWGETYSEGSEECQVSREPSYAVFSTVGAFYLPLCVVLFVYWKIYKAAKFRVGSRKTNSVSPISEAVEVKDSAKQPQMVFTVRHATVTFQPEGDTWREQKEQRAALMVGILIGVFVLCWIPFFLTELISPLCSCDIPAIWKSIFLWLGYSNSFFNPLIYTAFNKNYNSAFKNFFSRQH
Wnt act – activators of Wnt/beta-catenin signaling; Wnt/beta-catenin reporter cell assay, activator, plate reader; activation, % at 9.35 µM; actives 1.2% (n = 300,000); AID 743398; in the data active = activation above about 30%, passing the limit was not always enough;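 note: 0% = neutral control wells and 100% = positive control wells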
Rtt109 HAT inh – inhibitors of Candida albicans Rtt109/Vps75 histone acetyltransferase. purified Rtt109/Vps75, ThioGlo CoA-SH fluorescence, 4 h. inhibition, % at 34.9 µM. actives 0.16% (n = 330,000);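 active = inhibition of at least 50% in every replicate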
Target sequence (Q5AAJ8 whole entry, looked up): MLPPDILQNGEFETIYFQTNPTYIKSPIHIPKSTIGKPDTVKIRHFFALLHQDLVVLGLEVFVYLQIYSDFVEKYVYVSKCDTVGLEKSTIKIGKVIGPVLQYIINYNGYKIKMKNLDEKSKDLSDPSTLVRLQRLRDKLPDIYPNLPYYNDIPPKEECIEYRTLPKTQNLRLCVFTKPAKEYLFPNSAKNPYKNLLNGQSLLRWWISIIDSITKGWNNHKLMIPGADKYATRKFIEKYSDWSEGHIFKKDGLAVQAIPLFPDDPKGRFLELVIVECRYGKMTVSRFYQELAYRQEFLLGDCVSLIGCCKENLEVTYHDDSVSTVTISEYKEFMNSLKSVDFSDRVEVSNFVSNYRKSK
RTF Ca sens act – increases calcium sensitivity of human cardiac regulated thin filaments | IANBD-labeled TnC RTF fluorescence at EC20 calcium; 0% EC20 calcium, 100% full calcium | activation, % at 7.2 µM | actives 0.24% (n = 340,000) | AID 493008;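 active = activation above the mean over all tested compounds plus 3 SD, cut at about 30% in these data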;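 note: rise in fluorescence read as greater calcium sensitivity of cardiac thin filaments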
SR-BI DiI-HDL act – activators of SR-BI mediated HDL lipid uptake; CHO ldlA[mSR-BI] cells, DiI-HDL uptake fluorescence, 3 h; 100 = double the neutral-control signal; activation, % at 12.5 µM; actives 0.096% (n = 320,000);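 active = mean replicate activation of at least 60% and every replicate at or above 60%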;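 note: 0% = median plate neutral-control signal and 100% = twice that signal; values of inactives mirror those of a sister screen read the other way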
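System: CHO ldlA[mSR-BI] cells / Medium: HEPES-buffered (25 mM, pH 7.4) F12 plus 0.5% BSA / Probe or stimulus: labelled HDL, 10 µg/mL / Doses: single compound concentration, delivered by pin transfer / Schedule: 3 h, 37 °C / Measured by: DiI fluorescence, bottom read / Measure: cell-associated DiI fluorescence as measure of HDL uptake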
SR-BI HDL uptake – blocks mouse SR-BI lipid uptake from DiI-HDL; Q61009; ldlA[mSR-BI] CHO cells, DiI-HDL uptake fluorescence, 3 h; inhibition, % at 12.5 µM; actives 0.96% (n = 320,000); AID 488896;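 active = mean replicate inhibition of at least 70% and a set share of replicates each scoring 70 or more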;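 note: 0% = median of neutral control wells and 100% = median of positive control wells; values of inactives mirror those of a sister screen read the other way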
PvdQ acylase – P. aeruginosa PvdQ acylase inhibition | purified PvdQ acylase, fluorescence plate reader | inhibition, % at 10 µM | actives 0.063% (n = 340,000); in the data active = inhibition above about 30%, passing the limit was not always enough;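 note: 0% = vehicle neutral wells and 100% = reference inhibitor wells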
Starred values were filed as active, the others as inactive; · = not tested or not shown.

SMILES	dFosB activator	CDK5 p35 inh	MITF TRPM1 HTS	HTR5A ag ctr	Wnt act	Rtt109 HAT inh	RTF Ca sens act	SR-BI DiI-HDL act	SR-BI HDL uptake	PvdQ acylase
CC(=O)Nc1sc2c(c1C(c1ccncc1)N1CCOCC1)CCCC2 (stereo not given)	-4.9	-0.2	2.0	2.0	-1.5	15.0	-1.1	7.6	-7.6	-3.1
CCOC(=O)c1ccc(NC(=O)C2(c3ccc(OC)cc3)CCCC2)cc1	0.9	-0.9	-2.3	2.2	-2.2	2.7	-2.1	-4.9	4.9	-15.9
CC(C)(C)C(=O)COC(=O)c1c2c(nc3ccccc13)CCC2	-10.1	1.7	6.6	-5.5	-2.0	1.1	-1.0	-12.8	12.8	-9.7
CCCCN(C)S(=O)(=O)c1ccc(C(=O)Nc2nnc(-c3ccco3)o2)cc1	-0.2	-1.4	-16.0	-4.7	-6.0	·	-7.7	-0.9	0.9	14.0
CN(C(=O)c1cccc(NC(=O)C2CCN(C(=O)OC(C)(C)C)CC2)c1)C1CCC1	-5.4	0.2	-20.9	0.8	2.0	4.7	-1.6	-16.1	16.1	-6.9
Cc1nn(C(=O)c2cccnc2)c(C)c1Sc1ccc(Br)cc1	-2.8	1.1	14.3	2.5	·	-0.5	3.7	11.0	-11.0	-16.6
Cc1cc(C)n(CC(=O)NNC(=O)COc2ccc(F)cc2Br)n1	-1.8	-2.2	-2.5	3.7	-0.7	-6.7	-4.1	7.5	-7.5	-4.9
CCC1(c2ccccc2)NC(=O)N(CC(=O)Nc2cc(S(=O)(=O)N3CCCCC3)ccc2OC(C)C)C1=O (stereo not given)	-6.7	-2.4	-12.7	-4.5	-4.4	-7.1	4.2	-4.1	4.1	-9.8
CCOC(=O)C1=C(COC(=O)COc2ccccc2C(C)C)NC(=O)NC1C (stereo not given)	-21.7	-0.3	-2.0	0.1	-2.2	31.3	-9.4	14.6	-14.6	4.1
Nn1c(-c2ccccc2)nc2cc(Cl)ccc2c1=O	-8.0	0.3	-16.4	-0.1	-1.7	-0.3	0.6	-0.4	0.4	-27.5
C=CCN1C(=O)c2ccc(C(=O)N3CCN(S(=O)(=O)c4cc(C)ccc4C)CC3)cc2C1=O	-8.7	2.7	-3.3	-0.8	-3.2	-6.7	-0.4	-23.2	23.2	7.6
Cc1ccc(S(=O)(=O)N2CCN(C(=O)CSc3nc4ccccc4c(=O)[nH]3)CC2)cc1	4.1	-0.3	7.6	3.2	-4.4	-2.3	-5.5	15.1	-15.1	1.2

Full records, looked up by structure:
CCOC(=O)c1ccc(NC(=O)C2(c3ccc(OC)cc3)CCCC2)cc1 reads dFosB activator = 0.9; CDK5 p35 inh = -0.9; MITF TRPM1 HTS = -2.3; HTR5A ag ctr = 2.2; Wnt act = -2.2; Rtt109 HAT inh = 2.7; RTF Ca sens act = -2.1; SR-BI DiI-HDL act = -4.9; SR-BI HDL uptake = 4.9; PvdQ acylase = -15.9
Cc1cc(C)n(CC(=O)NNC(=O)COc2ccc(F)cc2Br)n1 reads dFosB activator = -1.8; CDK5 p35 inh = -2.2; MITF TRPM1 HTS = -2.5; HTR5A ag ctr = 3.7; Wnt act = -0.7; Rtt109 HAT inh = -6.7; RTF Ca sens act = -4.1; SR-BI DiI-HDL act = 7.5; SR-BI HDL uptake = -7.5; PvdQ acylase = -4.9
CCC1(c2ccccc2)NC(=O)N(CC(=O)Nc2cc(S(=O)(=O)N3CCCCC3)ccc2OC(C)C)C1=O (stereo not given) reads dFosB activator = -6.7; CDK5 p35 inh = -2.4; MITF TRPM1 HTS = -12.7; HTR5A ag ctr = -4.5; Wnt act = -4.4; Rtt109 HAT inh = -7.1; RTF Ca sens act = 4.2; SR-BI DiI-HDL act = -4.1; SR-BI HDL uptake = 4.1; PvdQ acylase = -9.8

(more compounds)
SMILES	dFosB activator	CDK5 p35 inh	MITF TRPM1 HTS	HTR5A ag ctr	Wnt act	Rtt109 HAT inh	RTF Ca sens act	SR-BI DiI-HDL act	SR-BI HDL uptake	PvdQ acylase
CCCn1c(=O)c2ccccc2n2c(SCCOc3ccccc3F)nnc12	-19.7	-0.1	·	1.6	-2.8	-9.6	0.1	10.9	-10.9	-14.0
Cc1ccc(S(=O)(=O)NCc2ccccc2C)cc1	3.6	0.5	·	0.8	-0.5	3.2	-2.9	7.9	-7.9	13.2
CC(C)C(=O)n1nc(-c2cccnc2)nc1NCc1ccc(F)cc1	-1.6	1.5	3.3	-0.6	-2.1	3.6	-2.7	10.1	-10.1	-17.3
Cc1cccc(N2C(=O)CC(c3ccc(F)cc3)C3=C2COC3=O)c1 (stereo not given)	1.4	0.1	1.3	-0.7	-1.1	9.0	-2.8	-3.9	3.9	9.7
COc1ccc(S(=O)(=O)N2CCN(C3CCN(Cc4ccccc4)CC3)CC2)cc1	-9.9	-0.9	-2.8	2.0	·	10.6	-7.4	20.4	-20.4	-0.5
COC(=O)NN=C1CCC(c2ccccc2)CC1 (stereo not given)	-9.4	-0.6	-7.0	2.2	0.3	-3.9	-2.0	26.8	-26.8	-5.0
COc1ccc(/C=N\N=C2/SC(CC(=O)O)C(=O)N2c2ccc(O)cc2)cc1 (stereo not given)	-0.5	-1.1	-14.3	1.2	-2.8	-1.9	2.8	21.9	-21.9	4.5
Cc1cccc(N=[N+]([O-])c2cccc(C)n2)n1	-2.7	-0.3	69.7	2.4	13.1	-0.7	-2.7	-4.2	4.2	-15.6
O=C(c1cc(N2CCCCC2)nc2ccccc12)N1CCOCC1	-8.3	2.5	-6.8	-1.8	·	-35.3	-3.9	2.4	-2.4	4.6
O=C(NC(=S)Nc1ccccc1Cl)c1cncc(Br)c1	-4.9	-0.1	19.9	-2.9	-1.7	5.1	-4.0	-29.3	29.3	-7.5
Cc1ccc(C(=O)Nc2ccc3c(c2)OCO3)cc1S(=O)(=O)N1CCOCC1	-7.3	-0.7	30.1	0.8	9.2	-1.9	-6.2	-25.5	25.5	-9.8
O=C(O)c1cc(S(=O)(=O)Nc2cccc3ccccc23)c(Cl)cc1Cl	-4.2	-2.4	-18.2	0.5	-0.5	-1.7	3.2	-5.0	5.0	-17.3
COc1ccc(-n2ccc(=O)c(C(=O)O)n2)cc1	9.0	0.0	·	1.4	-2.6	-15.6	-6.5	0.5	-0.5	0.1
Cc1ccc([N+](=O)[O-])cc1-c1ccc(/C=N/NC(=O)CN2CCOCC2)o1	-8.4	-0.2	13.5	-4.1	1.8	-7.7	3.8	-12.9	12.9	-3.4
Cc1occc1C(=O)Nc1sc2c(c1C(N)=O)CCC(C(C)(C)C)C2 (stereo not given)	0.8	-2.0	21.6	4.9	6.7	9.7	2.0	-60.0	60.0	6.1
CCCOC(=O)c1cc(-c2ccc(/C=C3/C(=O)N(C)C(=O)C(C#N)=C3C)o2)ccc1Cl	-11.4	0.4	16.9	0.3	·	18.7	0.6	-25.3	25.3	-17.1
O=C(Nc1ccccc1)c1cc([N+](=O)[O-])ccc1N1CCCCC1	-1.9	0.5	-0.5	0.4	-3.4	-5.8	-7.3	-60.8	60.8	2.8
Cc1cccc(-n2nnc(C(=O)N3CCc4ccccc4C3)c2N)c1	4.2	-1.9	28.4	5.5	12.8	-0.3	2.2	-33.0	33.0	-5.5
CC(C)CC1NC(=O)N(CC(=O)Nc2cc([N+](=O)[O-])ccc2F)C1=O (stereo not given)	-3.4	-2.7	-4.5	-4.2	-2.0	6.7	0.6	3.1	-3.1	3.2
Cn1c(CCc2nc3ccccc3[nH]2)nnc1SCC#N	-2.7	0.3	-8.7	0.3	-14.7	9.5	-2.4	13.0	-13.0	11.8
CCCn1nc(C(=O)Nc2cccc(C(=O)OC)c2)c2ccccc2c1=O	-26.7	2.1	·	3.1	·	10.5	10.0	-36.5	36.5	-13.5
CC(C(=O)NCc1ccccc1Cl)N1C(=O)c2ccccc2C1=O (stereo not given)	-1.7	-0.5	6.4	-3.6	-1.5	-11.4	3.4	-14.9	14.9	-27.6
CCOC(=O)c1c(NC(=O)c2cccnc2Cl)sc(C(=O)N(C)C)c1C	-14.9	-0.5	-0.6	0.9	-5.5	10.7	8.3	9.1	-9.1	4.8
Cc1ccc2nc(COC(=O)CNC(=O)c3ccccc3)cn2c1	9.9	0.5	-5.8	0.9	-1.4	1.0	4.1	14.2	-14.2	-5.5
CNS(=O)(=O)c1ccc(C(C)(C)C)cc1	-3.2	0.7	2.1	0.9	-0.7	-11.7	-1.0	7.3	-7.3	-10.0
CC(=O)C1=C(C)Nc2ncnn2C1c1ccc(F)cc1 (stereo not given)	-4.1	0.9	·	0.5	-0.6	0.2	-3.7	8.1	-8.1	1.1
COc1cccc(/C=C/C(=O)NNC(=O)c2ccccc2)c1OC	-1.7	1.1	15.9	-4.1	33.8*	-7.8	5.2	6.9	-6.9	-16.7
Cc1ccc(C2C3=C(CCCC3=O)Nc3nc(SCC(=O)NCc4ccco4)[nH]c(=O)c32)cc1 (stereo not given)	-6.7	-4.5	·	-1.0	-5.4	-8.2	-3.9	-4.8	4.8	-2.5
O=C(Nc1ccc2c(c1)OCCO2)C1CCN(S(=O)(=O)c2cccs2)CC1	-14.2	0.3	19.3	-2.6	·	12.3	0.0	-0.2	0.2	-3.4
COc1ccc(NCC(=O)Nc2ccc(Cl)cc2C)c(OC)c1	-7.6	-0.3	1.2	5.6	1.4	-5.5	-17.1	-23.5	23.5	-3.2
CCc1ccc(C(C(=O)NC2CCCC2)N(C(=O)/C=C/C(=O)Nc2cc(C)on2)c2ccccc2C)cc1 (stereo not given)	-2.6	-4.6	6.7	1.4	-1.2	9.0	-4.3	7.4	-7.4	-27.2
CCN(CC)CCCC(C)NC(=O)c1cccc(S(=O)(=O)N2CCc3ccccc32)c1 (stereo not given)	-10.0	-0.2	-4.9	1.6	-0.6	0.6	-3.1	29.9	-29.9	3.5
